Bioassay records deposited in PubChem BioAssay by several laboratories.
IL1B NFkB pot = enhances IL-1B driven NFkB nuclear translocation; HUVEC IL-1B NFkB p65 nuclear translocation imaging; activation, % at 2 µM; 94,000 compounds, 0.3% hits; AID 819;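 active = activation above 40%, about the mean plus 3 SD, also judged a hit on visual image review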;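 also: percent activation is computed from the nuclear over cytoplasmic p65 intensity ratio; values of inactives mirror those of a sister screen read the other way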
MRP resist rev = compounds reversing MRP-mediated drug resistance. H69AR cells + 2 uM doxorubicin, CellTiter-Glo, 72 h. 85,000 compounds, 0.04% hits. differential viability (reversal), % at 10 µM;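 active = viability drop by adding the cancer drug above about 55%, with treated viability meeting a 40% cutoff, limit read from the data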;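 also: viability without doxorubicin minus viability with 2 µM doxorubicin for each compound; larger differential means the compound sensitizes cells more to doxorubicin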
PLAP inhibitors HTS = inhibition of human placental alkaline phosphatase – biochemical, luminescence, HTS (AID 690). purified PLAP, luminescent substrate; higher % means a stronger effect. 96,000 compounds, 0.08% hits. inhibition, % at 20 µM; hits with a dose series show IC50 in µM; in the data active = a potency from the dose series; inactive = the rest, 99 in 100 with inhibition below about 30%; also: strong numbers were not always called active
IL1B NFkB inh = blocks IL-1B driven NFkB nuclear translocation in HUVEC cells; 94,000 compounds, 0.43% hits; inhibition, % at 2 µM; HUVEC IL-1B NFkB p65 nuclear translocation imaging; AID 796;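 active = inhibition above about 30% together with a positive call from visual inspection of the well image, limit read from the data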;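 also: nuclear over cytoplasmic p65 intensity ratio measured by imaging; 0% = IL-1B stimulated DMSO wells and 100% = unstimulated DMSO wells; values of inactives mirror those of a sister screen read the other way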
Bcl-B displacement = displacers of TR3 peptide from Bcl-B, primary screen, selectivity assay for Bfl-1 inhibitor project, biochemical, fluorescence polarization; FP displacement of FITC-TR3 peptide from Bcl-B; higher % means a stronger effect; displacement, % at 20 µM, or IC50 in µM where a hit was titrated; 96,000 compounds, 0.11% hits;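 active = displacement above 50% at 20 µM plus a fluorescence interference ratio under 1.5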;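 also: plate controls were wells without compound for no effect and wells lacking Bcl-B protein for full effect; a part of the inactive calls stands beside numbers as strong as those of hits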
MRP resist rev cytotoxicity = recorded beside MRP resist rev, whose call it bears; viability, %; H69AR cells, CellTiter-Glo, 72 h; measured here: cytotoxicity without doxorubicin
MRP resist rev with doxorubicin = recorded beside MRP resist rev, whose call it bears; viability, %; measured here: viability with 2 uM doxorubicin; stronger effect = lower value
IL1B NFkB inh cell count 2 µM = second read-out of IL1B NFkB inh, no call of its own (marks repeat the call); cell count; measured here: cells passing quality filter;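 raw number of nuclei counted in each imaged well without normalization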
IL1B NFkB pot cell count 2 µM = recorded beside IL1B NFkB pot, whose call it bears; cell count; measured here: cells passing quality filter
Starred values were filed as active, the others as inactive; nt = no result given.

SMILES	IL1B NFkB pot	IL1B NFkB pot cell count 2 µM	MRP resist rev	MRP resist rev cytotoxicity	MRP resist rev with doxorubicin	PLAP inhibitors HTS	IL1B NFkB inh	IL1B NFkB inh cell count 2 µM	Bcl-B displacement
CCOC(=O)c1c(N)sc(C(=O)N(C)C)c1C	-6	173	1	93	92	6%	6	173	12%
Cc1nn(-c2ccccc2)c2nc(=O)n(-c3ccccc3)cc12	3	199	6	84	78	3%	-3	199	-3%
C=CCOc1ccc(CNC(C)(C)CO)cc1OC	8	167	nt	nt	nt	15%	-8	167	0%
COc1ccc(C(=O)N/C(=C\c2ccccc2)C(=O)NC(CCSC)C(=O)O)cc1 (stereo not drawn)	-6	132	nt	nt	nt	-19%	6	132	-29%
O=C(COC(=O)c1ccc(Cl)c(S(=O)(=O)N2CCCC2)c1)NC1CCCC1	-1	110	6	104	98	-44%	1	110	6%
Cc1sc2nc(SCC(=O)NCc3cccs3)[nH]c(=O)c2c1C	5	53	nt	nt	nt	12%	-4	53	-8%
CCOc1ccccc1NC(=O)Nc1cc(OC)ccc1OC	1	128	-5	94	99	21%	-1	128	-6%
CCOc1ccc(C)cc1-n1nc2ccccc2n1	nt	nt	11	103	92	-12%	nt	nt	-10%
Cc1cccc(C)c1NC(=O)CCN1C(=O)C2C3CCC(C3)C2C1=O (stereo not drawn)	4	198	nt	nt	nt	-8%	-4	198	-6%
COc1ccc(N2C(=O)CC(NC3CC3)C2=O)cc1 (stereo not drawn)	18	140	6	106	99	-16%	-18	140	-6%
c1ccc(CSc2nnnn2-c2ccccc2)cc1	4	183	-2	98	100	-9%	-4	183	-20%
CCc1ccc2c(CN(CC)Cc3nc4ccccc4c(=O)[nH]3)cc(=O)oc2c1	22	133	2	36	34	-39%	-22	133	-6%
S=C(NCc1ccco1)N1CCN(Cc2ccco2)CC1	-7	130	nt	nt	nt	4%	7	130	-5%
CC1(C)Cc2c(c(N3CCOCC3)nc3sc(-c4ccc(C(=O)O)o4)c(N)c23)CO1	11	141	nt	nt	nt	nt	-11	141	nt
Cc1ccc(NS(=O)(=O)c2ccc(CCC(=O)O)cc2)cc1	nt	nt	-9	77	86	2%	nt	nt	-24%
CC(C)n1c(=N)c(C(=O)NCCc2ccccc2)cc2c(=O)n3ccccc3nc21	7	86	8	66	58	-20%	-7	86	15%
CCOC(=O)N1CCN(C(=O)c2ccc(C)c(S(=O)(=O)Nc3ccccc3)c2)CC1	-3	140	-3	36	39	-54%	2	140	-10%
Cc1ccc(CN(c2ccc(C(=O)N3CCc4ccccc4C3)cc2)S(C)(=O)=O)cc1	24	147	-2	90	92	-60%	-24	147	-6%
C=CCN=C1SC(C)C(=O)N1S(=O)(=O)c1ccccc1 (stereo not drawn)	1	92	17	101	84	-66%	-1	92	-3%
CCC(C)N1CC23C=CC(O2)C(C(=O)OCc2ccccc2)C3C1=O (stereo not drawn)	5	20	7	102	95	14%	-5	20	-21%
Cc1c(C(=O)NCC2COc3ccccc3O2)oc2ccc(S(=O)(=O)N3CCOCC3)cc12 (stereo not drawn)	-2	142	3	53	50	-49%	2	142	-5%
CCCc1cc(C(=O)OC)c(NC(=O)OCC)s1	5	164	6	93	87	-7%	-5	164	1%
Cc1nc2cc(-c3cccc(F)c3)nn2c(C)c1CCC(=O)NC(C)CCc1ccco1 (stereo not drawn)	1	182	7	86	79	-58%	-1	182	-23%
COc1ccc(F)cc1S(=O)(=O)N1CCCC(C)C1 (stereo not drawn)	8	159	25	107	81	9%	-8	159	12%
COc1cc(NC(=O)c2noc3c2CCC3)c(OC)cc1Cl	nt	nt	-1	73	74	2%	nt	nt	22%
CCc1ccc(-c2csc3[n+]2CCN3C(C)=O)cc1	1	163	-7	86	93	4%	-1	163	-7%
NC(=O)C1CCN(C(=O)CN(c2cccc(C(F)(F)F)c2)S(=O)(=O)c2ccccc2)CC1	-4	173	0	88	88	-14%	4	173	4%
CCOC(=O)C1=C(C)NC(C)=C(C(=O)OCC)C1c1ccccn1	2	69	9	99	90	-42%	-2	69	5%
CCOC(=O)COn1c(=O)c(=O)n(O)c2ccccc21	nt	nt	0	76	76	5%	nt	nt	28%
O=C(NC12CC3CC(CC(C3)C1)C2)c1ccc(S(=O)(=O)N2CCOCC2)cc1	-7	150	nt	nt	nt	-1%	7	150	13%
Cc1[nH]c2ccccc2c1C(=O)CN1CCSCC1	1	155	-26	66	92	-44%	-1	155	5%
COc1ccccc1NC(=O)CCn1cccc1	-2	154	0	105	105	-14%	2	154	11%
COc1ccc(-c2cc3nc(C)cc(N)n3n2)cc1	9	199	-5	58	63	12%	-9	199	2%
COCCNS(=O)(=O)c1cc(OC)c(Cl)cc1Cl	-10	132	-12	91	103	1%	10	132	-4%
Cc1cc(C)cc(NC2=NC3(CCCCC3)N=C(N)N2)c1	2	95	-21	18	39	-174%	-2	95	1%
COc1ccc(NC(=O)CC#N)cc1OC	-6	164	1	105	104	-10%	6	164	2%
COC(=O)c1ccccc1S(=O)(=O)Nc1ccc(OC)nc1	-12	115	-8	98	105	4%	12	115	8%
COc1cc(C2C(C#N)=C(N)Oc3cc(N(C)C)ccc32)cc2c1OCO2 (stereo not drawn)	-27	76	-30	27	57	-18%	27	76	-132%
Cc1ccc(S(=O)(=O)c2cc3ccccc3oc2=Nc2ccc3c(c2)OCO3)cc1	11	144	nt	nt	nt	-4%	-26	170	-13%
CN(C)/C=C/C(=O)c1ccc(Cl)cc1	2	148	nt	nt	nt	14%	-2	148	17%
COc1ccc(CN(Cc2ccccn2)S(=O)(=O)c2ccc(-n3cnnn3)cc2)cc1	10	66	9	89	81	nt	-10	66	8%
CC1CCN(C(=S)c2cn(Cc3ccccc3F)c3ccccc23)CC1	-14	135	nt	nt	nt	-7%	14	135	-6%
O=C(NCC1COc2ccccc2O1)c1ccc(NC(=O)c2ccco2)cc1 (stereo not drawn)	18	132	1	94	92	1%	-18	132	-2%
COc1ccc(Cl)cc1N1C(=O)C2CCCN2C1c1ccc(F)c(F)c1 (stereo not drawn)	-8	146	26	113	87	-51%	8	146	1%
Cn1nc(C(F)(F)F)c(C(=O)Nc2cccc(C(F)(F)F)c2)c1SCc1ccc(Cl)cc1	nt	nt	nt	nt	nt	6%	nt	nt	2%
O=C1c2ccc(Oc3ccc4c(c3)C(=O)N(CCCO)C4=O)cc2C(=O)N1CCCO	-5	172	17	107	89	-39%	5	172	-3%
CCC(C)(C)NC(=O)C(c1ccccc1F)N(C(=O)c1ccn[nH]1)c1ccccc1 (stereo not drawn)	-8	162	7	88	80	nt	8	162	nt
CCOC(=O)N1CCN(C(=O)CN(c2ccc(Oc3ccccc3)cc2)S(C)(=O)=O)CC1	32	120	-2	94	96	-59%	-32	120	-4%
O=C(CNC(=O)/C(=C\c1ccc(F)cc1)NC(=O)c1ccccc1)OCc1ccccc1	2	178	nt	nt	nt	34%	-2	178	14%
Cc1cnc(C(=O)Nc2nnc(C3CC3)s2)cn1	-10	108	-3	99	103	-24%	10	108	10%
(cont.)
SMILES	IL1B NFkB pot	IL1B NFkB pot cell count 2 µM	MRP resist rev	MRP resist rev cytotoxicity	MRP resist rev with doxorubicin	PLAP inhibitors HTS	IL1B NFkB inh	IL1B NFkB inh cell count 2 µM	Bcl-B displacement
O=C(C1CCCO1)N1CCN(C(c2ccccc2)c2ccccc2)CC1 (stereo not drawn)	20	159	nt	nt	nt	-54%	-20	159	-10%
CC1(C)Oc2ccc(NC(=O)C3COc4ccccc4O3)cc2O1 (stereo not drawn)	-4	85	-4	88	92	11%	4	85	4%
N=c1sccn1CC(=O)Nc1cccc(Oc2ccccc2)c1	4	129	15	84	69	-6%	-4	129	7%
O=C(OCC(=O)c1cccs1)c1ccccc1	nt	nt	-10	88	98	10%	nt	nt	0%
Cc1nc(=O)c(-c2ccccc2)c(C)n1CCO	5	166	-7	86	93	8%	-6	166	1%
COC(=O)c1ccccc1NC(=O)c1c(O)c2c([nH]c1=O)CCCC2	nt	nt	6	64	58	19%	nt	nt	14%
Cc1ccccc1OCC(=O)N(Cc1nc(-c2ccccc2)no1)C(C)C	6	167	7	94	87	-4%	-6	167	0%
CN1C(=O)OC2(C)CCc3ccccc3C12C (stereo not drawn)	2	106	9	101	92	21%	-2	106	5%
O=C(CSCc1ccco1)Nc1cc(C(F)(F)F)ccc1N1CCOCC1	15	160	-18	44	62	-58%	-15	160	-4%
Brc1nnc2n1-c1ccccc1Sc1ccccc1-2	20	102	20	88	68	nt	-20	102	nt
CCCCCCNC(=O)c1cc(-c2ccco2)nc2ccccc12	10	97	-14	92	105	nt	-10	97	nt
COc1cc(C)c(-c2cc(C(=O)O)c(C)o2)cc1C(C)C	6	151	9	103	94	-9%	-6	151	-10%
CCS(=O)(=O)N1CCN(C2CCC(c3ccccc3)CC2)CC1 (stereo not drawn)	24	124	0	84	84	-54%	-24	124	4%
Cc1cc2oc(=O)cc(COC(=O)Cn3cnnn3)c2cc1C(C)C	7	162	12	98	86	nt	-6	162	nt
CC(C)C(c1nnnn1Cc1ccc2c(c1)OCO2)N1CCN(C)CC1 (stereo not drawn)	9	125	3	90	87	nt	-9	125	nt
CCOP(=O)(OCC)C(C#N)=C1SCN(c2ccccc2)CS1	-4	167	-13	94	107	nt	4	167	nt
Cc1cc(C(C)(C)C)oc1C(=O)N(CC(=O)NC1CCCC1)c1c(C)cccc1C	4	137	nt	nt	nt	-56%	-4	137	16%
COc1ccc(S(=O)(=O)Cc2ccc(C(=O)NCc3ccccn3)o2)cc1	nt	nt	16	103	88	4%	nt	nt	-8%
OCCc1ccc(-c2ccc(Cl)cc2)o1	-2	93	4	104	100	2%	2	93	-6%
CC1CCN(C(=O)CSc2nc3c(cnn3-c3ccccc3)c(=O)[nH]2)CC1	-9	162	-5	76	82	-33%	8	162	5%

The last 6 records of the section above are carried over, then new ones follow:
SMILES	IL1B NFkB pot	IL1B NFkB pot cell count 2 µM	MRP resist rev	MRP resist rev cytotoxicity	MRP resist rev with doxorubicin	PLAP inhibitors HTS	IL1B NFkB inh	IL1B NFkB inh cell count 2 µM	Bcl-B displacement
CC(C)C(c1nnnn1Cc1ccc2c(c1)OCO2)N1CCN(C)CC1 (stereo not drawn)	9	125	3	90	87	nt	-9	125	nt
CCOP(=O)(OCC)C(C#N)=C1SCN(c2ccccc2)CS1	-4	167	-13	94	107	nt	4	167	nt
Cc1cc(C(C)(C)C)oc1C(=O)N(CC(=O)NC1CCCC1)c1c(C)cccc1C	4	137	nt	nt	nt	-56%	-4	137	16%
COc1ccc(S(=O)(=O)Cc2ccc(C(=O)NCc3ccccn3)o2)cc1	nt	nt	16	103	88	4%	nt	nt	-8%
OCCc1ccc(-c2ccc(Cl)cc2)o1	-2	93	4	104	100	2%	2	93	-6%
CC1CCN(C(=O)CSc2nc3c(cnn3-c3ccccc3)c(=O)[nH]2)CC1	-9	162	-5	76	82	-33%	8	162	5%
O=C(CCC(=O)c1ccccc1)Nc1cccnc1	7	60	-1	90	91	5%	-7	60	30%
O=S(=O)(c1cccc(C(F)(F)F)c1)N1CCN(c2ccccc2)CC1	-5	148	19	80	60	10%	5	148	5%
CCOC(=O)c1cnn(-c2cc(C)nc3c(-c4ccccc4)cnn23)c1N	-1	93	27	105	79	15%	1	93	6%
CCCNC(=S)Nc1ccc(Br)cc1	8	14	nt	nt	nt	6%	-8	14	9%
COc1ccc(C2C(C(=O)N3CCN(c4ccc(OC)cc4)CC3)c3ccccc3C(=O)N2C)cc1 (stereo not drawn)	31	121	-37	32	69	-47%	-31	121	-1%
Cc1cc2oc(C(=O)Nc3c(C)n(C)n(-c4ccccc4)c3=O)c(C)c2cc1C	-9	154	14	90	76	nt	8	154	nt
Cc1cc(C)c(C#N)c(SCC(=O)c2cccs2)n1	-1	194	4	75	71	14%	1	194	3%
COc1ccc(S(=O)(=O)Nc2ccccc2OC)cc1C	5	127	4	95	91	-11%	-5	127	7%
O=C(O)CCCC(=O)NCCCc1ccccc1	3	108	4	97	94	-10%	-3	108	4%
COc1cc(NS(=O)(=O)c2cc(C)ccc2OC)c(OC)cc1Cl	3	118	31	100	69	0%	-4	118	-10%

Some of the compounds tested; rates above refer to the full screens.
